Source: PubChem BioAssay
NPSR antag: qHTS Assay for Antagonists of the Neuropeptide S Receptor: cAMP Signal Transduction; Q6W5P4; CHO-NPSR cells, cAMP TR-FRET, antagonist mode; Potency, µM (highest dose often 38.3 µM), without a hit: top-dose activity change, negative = inhibition, most hits filed as inhibitors; 1% of 220,000 active; also: potency is read from the fitted curve at half-maximal effect; % is scaled to controls: 0 for no effect and ±100 for the full control effect; nearly all actives have a fitted effect of over 50% in size; many of its hits are not listed in these tables
Target sequence (Q6W5P4 whole entry, looked up): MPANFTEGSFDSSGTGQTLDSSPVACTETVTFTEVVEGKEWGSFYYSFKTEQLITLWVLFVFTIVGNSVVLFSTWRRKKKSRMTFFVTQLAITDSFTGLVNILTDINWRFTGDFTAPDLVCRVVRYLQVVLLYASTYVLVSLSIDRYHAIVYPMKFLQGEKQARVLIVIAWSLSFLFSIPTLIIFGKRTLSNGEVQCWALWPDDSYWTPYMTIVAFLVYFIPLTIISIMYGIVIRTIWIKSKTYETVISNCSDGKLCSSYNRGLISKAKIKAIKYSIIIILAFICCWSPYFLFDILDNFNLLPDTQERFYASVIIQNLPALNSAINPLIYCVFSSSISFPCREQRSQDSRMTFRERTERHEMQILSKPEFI
IMPase Li inh: qHTS Assay for Identifying the Cell-Membrane Permeable IMPase Inhibitors: Potentiation with Lithium. CHO-M1 cells, IP1 TR-FRET (IP-One), carbachol + lithium. Potency, µM (highest dose often 59.4 µM), for the others: at the top dose activity, negative = IMPase inhibition, actives largely listed as inhibitors. 0.35% of 210,000 active;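 also: IP1 builds up when IMPase is blocked and the TR-FRET signal falls; potency is read from the fitted curve at half-maximal effect; plate controls were basal vehicle for no effect and high inhibitor control for full effect; nearly all actives have a fitted effect of over 50% in size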
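Lithium-sensitised IP1 accumulation assay; M1-expressing CHO cells treated 30 min at 37C with compound. Competitive antibody detection by time-resolved FRET followed a 10 min room-temperature lysis step.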
GLA spleen mod: qHTS Assay for Inhibitors and Activators of Human alpha-Galactosidase From Spleen Homogenate | Alpha-galactosidase A (Homo sapiens), P06280 | human spleen homogenate, 4MU-alpha-Gal fluorescence, 40 min | Potency, µM (series often up to 80 µM), without a hit: at the top dose activity change, negative = inhibition, hits mostly inhibitors | 0.008% of 240,000 active;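 also: potency is read from the fitted curve at half-maximal effect; 0% = enzyme with vehicle and -100% = no enzyme basal signal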
Target sequence (P06280 32-429 limits assumed): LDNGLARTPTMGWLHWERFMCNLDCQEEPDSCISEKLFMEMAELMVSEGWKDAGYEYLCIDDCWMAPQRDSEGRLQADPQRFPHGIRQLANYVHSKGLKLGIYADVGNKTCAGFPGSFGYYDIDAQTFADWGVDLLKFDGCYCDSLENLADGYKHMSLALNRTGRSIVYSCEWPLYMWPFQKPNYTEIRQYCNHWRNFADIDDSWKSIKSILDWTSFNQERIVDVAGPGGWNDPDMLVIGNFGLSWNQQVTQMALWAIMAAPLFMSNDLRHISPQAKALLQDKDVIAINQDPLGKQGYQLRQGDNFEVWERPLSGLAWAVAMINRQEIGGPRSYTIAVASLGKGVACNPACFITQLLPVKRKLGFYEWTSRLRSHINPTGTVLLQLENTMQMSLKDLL
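Inhibition or activation of alpha-galactosidase in human spleen homogenate is scored by 4-MU fluorescence after 40 min at 37C, pH 5.0, with 1 mM substrate. AC50s come from concentration-response fitted to the Hill equation.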
Epigenetic reg: Quantitative High-Throughput Screen for Regulators of Epigenetic Control; Potency, µM (top dose mostly 53.9 µM), for the others: at the top dose GFP activation, actives largely listed as activators; 0.2% of 280,000 active; AID 1865, 2009; murine LDR cells, GFP reporter derepression, 30 h; also: potency is read from the fitted curve at half-maximal effect; % of control where 0% means no effect; nearly all actives have a fitted effect of over 60% in size
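In this reporter-derepression format, murine cells bearing a silenced integrated CMV-GFP locus incubate with test compound (30 h, 37 C), then are washed and imaged; fluorescent objects of 20–120 um count as induced cells.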
CBFb-RUNX1 inh: qHTS Assay for Compounds Blocking the Interaction Between CBF-beta and RUNX1 for the Treatment of Acute Myeloid Leukemia; AID 1477, 2009; AlphaScreen CBFb-His/RUNX1-biotin binding, biochemical; 230,000 tested, under 10 active; Runt-related transcription factor 1 (Homo sapiens) + Core-binding factor subunit beta …; Potency, µM (titrated, usually from 59.8 µM), without a hit: at the highest dose activity, negative = inhibition, usual class: inhibitors; also: % of control where 0% means no effect
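CBF-beta (His) and RUNX1 (biotin), 30 nM each; 20 min preassociation; + compound, 15 min; + beads 50 ng each (Ni, streptavidin), 90 min; RT; AlphaScreen read.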
Luc counter: Counterscreen for Luciferase (Kinase-Glo TM) Inhibition. Kinase-Glo luciferase, ATP luminescence, 8 min. Potency, µM (series often up to 38.3 µM), without a hit: at the highest dose activity change, negative = inhibition, usual class: inhibitors. 0.28% of 200,000 active; also: potency is read from the fitted curve at half-maximal effect; % is scaled to controls: 0 for no effect and ±100 for the full control effect; nearly all actives have a fitted effect of over 60% in size
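Light output from Kinase-Glo luciferase with luciferin and 10 uM ATP in 50 mM imidazole pH 7.2, KCl, MgCl2, Tween 20, BSA; compound pin-delivered, 8-min ambient incubation, then luminescence read.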
Lamin A splicing: qHTS Assay for Modulators of Lamin A Splicing; HeLa LMNA splicing GFP/RFP minigene ratio, 48 h; Potency, µM (titrated, usually from 46.1 µM), without a hit: at the highest dose ratio change, negative = inhibition, most hits filed as inhibitors; 0.01% of 200,000 active; active = well fitted inhibition curve with a large enough effect in the signal ratio, with a control signal flat, not every such curve was filed as active; inconclusive = small, poorly fitted or top-dose-only effect, or effect the other way, or a change in a side signal; the % refers to the signal ratio; also: potency is read from the fitted curve at half-maximal effect; % is scaled to controls: 0 for no effect and ±100 for the full control effect
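S3 HeLa cells stably expressing lamin A-EGFP splicing minigene plus DsRed2, 600 cells/well, 48 h compound exposure at 37C. Laser-scanning cytometry; analysed as GFP (500-530 nm)/RFP (575-640 nm) total intensity ratio; 0.5% DMSO vehicle.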
Numbers without * were called inactive; ? = inconclusive; / = no result given; & = joins results of further samples; [ ] = remark or other dose. Unless noted, calls follow the shape of the dose curve; as a rule, active = well fitted curve in the direction sought with a large enough effect; inconclusive = small, poorly fitted or top-dose-only effect, or another doubt; inactive = no such curve, though single readings can be large; an effect the other way counts as inactive or inconclusive.

SMILES	NPSR antag	IMPase Li inh	GLA spleen mod	Epigenetic reg	CBFb-RUNX1 inh	Luc counter	Lamin A splicing
N/C(=N\NC(=O)c1cccs1)c1cc2ccccc2oc1=O	-13%[46.1 µM]	6%	4%	1.1%	-29%	1%	2%
O=C(Nc1ccccc1Cl)Nc1ccccc1Cl	2%	/	-8%	-0.3%	14%	/	/
S=C(NNc1ccnc2cc(Cl)ccc12)Nc1ccccc1Cl	-15%	19%	2%	1.9%	-25%	-6%	?
CCN(Cc1ccncc1)Cc1cn(C)nc1-c1ccc(Oc2ccccc2)cc1	48%	28%	6%	0.0%	1%	-5%	?
CC1CN(C(=O)N2CCOCC2)CCN1C(=O)N1CCOCC1 (configuration not stated)	-15%	5%	-16%	0.0%	3%	-4%	12%[46 µM]
CC(/C=N/NC(=O)c1cnccn1)=C\c1ccco1	31%	/	0%	-0.3%	-5%	/	/
CCOc1ccc(-n2cc(-c3ccccc3)c3c(SC(C)C(=O)OC)ncnc32)cc1 (configuration not stated)	-15%[46.1 µM]	/	-4%	0.0%	-2%	/	-5%
CCOCC(=O)Nc1nc(C)cc(C)n1	11%	-3%	-4%	-8.2%	25%	1%	-2%
NC(=O)c1cc2ccccc2o/c1=N\NC(=O)c1ccncc1	-32%	20%	-2%	8.8%	8%	-1%	/
CCn1cc(C(C)NC(=O)COc2ccc(Cl)cc2C)c(C)n1 (configuration not stated)	-4%[46.1 µM]	15%[38.3 µM]	-7%	0.0%	7%	-1%	?
COC(=O)C1(C(=O)OC)C[C@H]2CON=C2[C@H]1c1ccccc1	/	9%&6%	5%&4%	-0.3%&-1.1%	-4%&-9%	0%&1%	/
Cc1ccc(S(=O)(=O)Nc2ccnc(-c3cccnc3)n2)cc1	-24%	0%	-3%	-1.4%	-2%	7%	/
COc1cc(CNCc2ccccn2)ccc1OCC(N)=O	7%[46.1 µM]	-17%[38.3 µM]	3%	-2.0%	0%	1%	-4%
S=C(NCc1ccccc1)N1CCn2cccc2C1c1cccnc1 (configuration not stated)	-25%	?	-2%	-1.3%	-11%	-3%	/
CNC(=O)c1csc(-c2ccc(C)cc2)n1	5%[46.1 µM]	-2%[38.3 µM]	-4%	-1.0%	5%	6%	7%
COc1cc(NC(=O)c2ccc(C)c([N+](=O)[O-])c2)ccc1NC(=O)c1ccco1	-19%	6%	-27%	0.9%	17%	/	/
N#Cc1cc2c(=O)n3ccccc3nc2n(-c2ccccc2Cl)c1=O	-24%	-4%	?	6.3%	2%	-1%	/
Cc1nnc(SCc2ccccc2C#N)n1-c1ccccc1	-5%[46.1 µM]	4%[38.3 µM]	3%	2.5%	-7%	-5%	1%
Cn1cc(S(=O)(=O)N2CCN(c3ccccc3F)CC2)c(=O)n(C)c1=O	0%[46.1 µM]	26%[38.3 µM]	-6%	-0.8%	10%	2%	-9%
COC(=O)C1=C(CSc2nnnn2C)NC(=O)NC1c1cc(C)ccc1C (configuration not stated)	4%[46.1 µM]	21%[38.3 µM]	5%	2.4%	4%	3%	7%
O=C(NC1CCCCC1)N1CCc2ccccc21	6%[46.1 µM]	1%[38.3 µM]	0%	-2.1%	11%	-5%	-11%
CCCc1nc(SCC(=O)N2CCCC2)c2ccccc2n1	-6%[46.1 µM]	-9%[38.3 µM]	8%	-1.9%	5%	-5%	-7%
O=C(COC(=O)C1CCN(C(=O)c2ccc(Cl)cc2)CC1)NC1CCS(=O)(=O)C1 (configuration not stated)	17%	-2%	-6%	-1.3%	1%	0%	-3%[46 µM]
C=CCOC(=O)C1=C(C)NC(SC)=C(C#N)C1c1cccs1 (configuration not stated)	-19%[46.1 µM]	-2%[38.3 µM]	3%	6.6%	2%	0%	10%
CCN(N)C(=S)Nc1ccc(F)cc1	13%	0%	-4%	-2.9%	4%	3%	/
CCn1c(COc2ccccc2)nnc1SCc1ccc(C#N)cc1	-4%[46.1 µM]	4%[38.3 µM]	2%	-1.0%	-1%	1%	5%
c1cc(Nc2cccc3nccnc23)c2nccnc2c1	-6%	16%	3%	0.0%	-9%	-6%	-7%[46 µM]
COc1ccc(C(=O)Nn2c(SCc3cccc([N+](=O)[O-])c3)nc3ccccc3c2=O)cc1	-22%	12%	-7%	0.9%	-10%	-12%	4%
CCC1CCCCN1CCNC(=O)c1[nH]c(C)c(C(C)=O)c1C (configuration not stated)	-9%[46.1 µM]	7%[38.3 µM]	-2%	-1.0%	1%	-2%	2%
O=C1CCC(/C=C/c2ccccc2)=NN1Cc1ccccc1	-11%	13%	-2%	-4.0%	-10%	1%	?

Part of the list above, in markdown:
| structure | NPSR antag | IMPase Li inh | GLA spleen mod | Epigenetic reg | CBFb-RUNX1 inh | Luc counter | Lamin A splicing |
| --- | --- | --- | --- | --- | --- | --- | --- |
| C=CCOC(=O)C1=C(C)NC(SC)=C(C#N)C1c1cccs1 (configuration not stated) | -19%[46.1 µM] | -2%[38.3 µM] | 3% | 6.6% | 2% | 0% | 10% |
| CCN(N)C(=S)Nc1ccc(F)cc1 | 13% | 0% | -4% | -2.9% | 4% | 3% | / |
| CCn1c(COc2ccccc2)nnc1SCc1ccc(C#N)cc1 | -4%[46.1 µM] | 4%[38.3 µM] | 2% | -1.0% | -1% | 1% | 5% |
| c1cc(Nc2cccc3nccnc23)c2nccnc2c1 | -6% | 16% | 3% | 0.0% | -9% | -6% | -7%[46 µM] |
| COc1ccc(C(=O)Nn2c(SCc3cccc([N+](=O)[O-])c3)nc3ccccc3c2=O)cc1 | -22% | 12% | -7% | 0.9% | -10% | -12% | 4% |
| CCC1CCCCN1CCNC(=O)c1[nH]c(C)c(C(C)=O)c1C (configuration not stated) | -9%[46.1 µM] | 7%[38.3 µM] | -2% | -1.0% | 1% | -2% | 2% |
| O=C1CCC(/C=C/c2ccccc2)=NN1Cc1ccccc1 | -11% | 13% | -2% | -4.0% | -10% | 1% | ? |

Additional entries.
SMILES	NPSR antag	IMPase Li inh	GLA spleen mod	Epigenetic reg	CBFb-RUNX1 inh	Luc counter	Lamin A splicing
Cc1ccc(-c2nnc(NC3CCCCC3)c3ccccc23)cc1S(=O)(=O)N1CCN(C)CC1	-7%[46.1 µM]	9%[38.3 µM]	2%	-6.1%	3%	-2%	3%
COc1cccc(CNC(C)C(=O)Nc2ccc3c(c2)OCCO3)c1 (configuration not stated)	5%	-2%	9%	-0.1%	2%	-3%	/
O=C(Nc1ncc(Cl)cn1)c1cccs1	-13%[46.1 µM]	24%[38.3 µM]	-4%	-0.3%	3%	-22%	-1%
Fc1cc(NC(=S)NCc2ccc(CNC(=S)Nc3ccc(Cl)c(F)c3)cc2)ccc1Cl	-18%	/	-13%	1.1%	13%	/	/
CCn1nnnc1SCC(=O)c1cccc(OC)c1	-1%[46.1 µM]	-5%	-1%	0.0%	15%	-4%	-7%
COc1ccc(/C=N/OCC(=O)Nc2nc3ccccc3s2)cc1	-12%	5%	-1%	-1.0%	6%	0%	?
Cc1cc(NS(=O)(=O)c2ccc(N3C(=O)C4C5C=CC(C5)C4C3=O)cc2)nc(C)n1 (configuration not stated)	-24%	18%	9%	-1.0%	4%	1%	-13%
Cn1c(-c2csc(-c3ccccc3)n2)n[nH]c1=S	-28%	-6%	4%	1.2%	0%	-1%	/
O=C1c2ccccc2-n2c1nc1ccccc1c2=O	9%	6%&-1%	-7%&-7%&-6%	3.4%&1.0%	3%&18%&-1%	-2%&-7%	?
CCSc1nncn1/N=C/c1ccc(OC)c(OC)c1	-7%[46.1 µM]	0%[38.3 µM]	4%	3.2%	6%	2%	-15%
CC1(C)Cc2cccc(OCC(=O)Nc3nccs3)c2O1	16%[46.1 µM]	6%[38.3 µM]	5%	-1.4%	7%	1%	2%
Cc1ccc(Cn2ccc(=O)c(OCc3ccccc3)c2C)cc1	-9%[46.1 µM]	-13%[38.3 µM]	-6%	1.9%	-6%	-4%	4%
Cc1cc2c(OCC(O)CN3CCCCC3)cccc2[nH]1 (configuration not stated)	0%	21%	0%	-2.2%	4%	2%	/
Cc1ccc(N2CC(C(=O)NC3CCSC3=O)CC2=O)cc1 (configuration not stated)	3%[46.1 µM]	-3%[38.3 µM]	-20%	-0.7%	7%	-1%	1%
Cc1ccc(C(=O)Nc2ccccc2OC(F)F)cc1	-1%[46.1 µM]	23%[38.3 µM]	-17%	0.0%	10%	-5%	-8%
O=C(N/N=C/c1ccc(N2CCOCC2)cc1)c1ccccc1OCCOc1ccccc1	-36%	-15%	9%	1.1%	1%	-3%	-19%[46 µM]
O=C(CC(=O)Nc1nc(C23CC4CC(CC(C4)C2)C3)cs1)NCCO	-2%	/	-5%	-1.1%	1%	/	/
C/C(CC(=O)Nc1ccc2c(c1)OCO2)=N\NC(=O)C(c1ccccc1)c1ccccc1	-6%	0%	11%	-0.9%	?	-1%	5%

These rows are one share of the data; count on the stated rates, not on these rows.
